# KB-3-1 cytotox: kills parental KB-3-1 adenocarcinoma cells | KB-3-1 viability, CellTiter-Glo ATP luminescence, 72 h | Potency, µM (doses to about 46.1 µM), inactives show top-dose activity change, negative = cytotoxic, usual class: cytotoxic | hit rate 1.4% among 400,000 | AID 1347075; also: potency is read from the fitted curve at half-maximal effect; % is scaled to controls: 0 for no effect and ±100 for the full control effect; nearly all actives have a fitted effect of over 60% in size
#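 KB-3-1 parental drug-naive adenocarcinoma cells in DMEM/10% FBS, incubated 72 h at 37 C with pin-transferred compounds across a concentration series. Viability by CellTiter-Glo luminescence; concentration-response curves fitted after normalization.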
# HT1080 IDH1KD tx: toxicity to HT-1080 IDH1 knockdown cells (counter line); HT-1080 IDH1 knockdown viability, ATP luminescence, 48 h; Potency, µM (doses to about 46.1 µM), without a hit: at the top dose activity, negative = toxicity, most hits filed as cytotoxic; hit rate 2% among 360,000;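 also: potency is read from the fitted curve at half-maximal effect; 0% = DMSO wells and -100% = cell-free medium wells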
#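 Luminescent ATP read-out (CellTiter-Glo, 10 min at room temperature) after 48 h compound exposure at 37 °C gave viability of IDH1-knockdown HT-1080 cells. Activity was normalised to DMSO and cell-free wells, then fitted as concentration-response curves.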
# KB-V1 cytotox: KB-V1 MDR subline cytotoxicity; KB-V1 MDR cells viability, CellTiter-Glo, 72 h; Potency, µM (highest dose often 46.1 µM), for the others: at the top dose activity change, negative = cytotoxicity, actives largely listed as cytotoxic; hit rate 3.4% among 400,000; also: potency is read from the fitted curve at half-maximal effect; % is scaled to controls: 0 for no effect and ±100 for the full control effect; nearly all actives have a fitted effect of over 60% in size
#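 Drug-selected KB-V1 cells, grown in DMEM lacking phenol red with 10% FBS, receive compound titrations; after three days at 37 degrees C, surviving cell ATP is quantified by CellTiter-Glo luminescence and responses normalized and curve-fitted.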
# D3 antag: D3 dopamine receptor (human) antagonism; D3R cells, DiscoveRx beta-arrestin luminescence, antagonist mode; stronger effect = lower value; max response, negative = inhibition, %; hit rate 2.5% among 360,000; AID 652054; in the data active = max response below about -50%; inconclusive = no clear call, values can overlap the other calls; also: % is scaled to controls: 0 for no effect and ±100 for the full control effect; mostly tested at two doses, the higher about 12 µM
#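 Cells plated overnight at 1500 cells/well, then exposed to library compounds with dopamine controls for 90 minutes at 37 degrees C. DiscoveRx reagent added for 30–60 minutes at room temperature; luminescence read, quantitative HTS format.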
# IL-1B inflam inh: blocks inflammasome-driven IL-1 beta release | AID 743279 | THP-1 LPS/ATP IL-1B secretion, AlphaLISA, 16 h; stronger effect = lower value | hit rate 4.7% among 360,000 | activity change, % at 57.5 µM; in the data active = activity change below about -50%; inconclusive = mostly about -30% to -49%; also: % is scaled to controls: 0 for no effect and ±100 for the full control effect
#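 THP-1 cells pretreated 1 hr with compounds (up to 57.5 uM final), then stimulated with LPS (250 ng/mL final) plus ATP (1.25 mM final); secreted IL-1B measured by AlphaLISA after 16 hr, decreased signal indicating inhibition.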
# DRD3 agonist: agonists of human D3 dopamine receptor; P35462; D3R DiscoveRx beta-arrestin cells, luminescence, 90 min; max activation, %; hit rate 0.58% among 410,000; in the data active = max activation above about 30%; also: 0% is about no effect; mostly tested at two doses, the higher about 12 µM
#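 Cells at 1500/well, incubated overnight, then treated with pinned compounds (dopamine as control) for 90 min at 37 degrees C. DiscoveRx reagent added for 30 - 60 minutes at room temperature; luminescence read.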
# SW480 rereplic: inducers of DNA re-replication in SW480 colon cancer cells; SW480 DNA re-replication, Hoechst DNA content imaging, 48 h; Potency, µM (series often up to 46.1 µM), for inactives: at the highest dose re-replication activation, most hits filed as activators; hit rate 1.8% among 340,000; AID 624297; also: potency is read from the fitted curve at half-maximal effect; % of control where 0% means no effect; nearly all actives have a fitted effect of over 55% in size
#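 Readout is total intensity of Hoechst-stained nuclei, excited at 405 nm and collected at 500-530 nm. Compound treatment lasted 48 hr at 37 C in 5% CO2 before staining.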
# HT1080-NT tox: kills 2HG-producing HT-1080-NT fibrosarcoma cells. HT-1080-NT fibrosarcoma viability, CellTiter-Glo ATP luminescence, 48 h. Potency, µM (doses to about 46.1 µM), without a hit: at the top dose activity, negative = less viability, usual class: cytotoxic. hit rate 1.6% among 360,000. AID 686970;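 also: NT is the 2HG producing partner of a matched IDH1 knockdown line; potency is read from the fitted curve at half-maximal effect; 0% = DMSO-treated cells and -100% = media-only wells without cells; nearly all actives have a fitted effect of over 55% in size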
#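 Fibrosarcoma NT cells, 750 per well in 5% FBS RPMI, were exposed to compound for 48 hours. Viability: CellTiter-Glo luminescence.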
# GLP-1R agonist: agonists of human GLP-1 receptor | P43220 | HEK293 GLP-1R CRE-luciferase, luminescence, 4-6 h; cells express a hypersensitive GLP-1R form | Potency, µM (series often up to 45.6 µM), for inactives: top-dose activation, most hits filed as activators | hit rate 0.007% among 380,000; also: potency is read from the fitted curve at half-maximal effect; % of control where 0% means no effect
# Target sequence (P43220 whole entry, looked up): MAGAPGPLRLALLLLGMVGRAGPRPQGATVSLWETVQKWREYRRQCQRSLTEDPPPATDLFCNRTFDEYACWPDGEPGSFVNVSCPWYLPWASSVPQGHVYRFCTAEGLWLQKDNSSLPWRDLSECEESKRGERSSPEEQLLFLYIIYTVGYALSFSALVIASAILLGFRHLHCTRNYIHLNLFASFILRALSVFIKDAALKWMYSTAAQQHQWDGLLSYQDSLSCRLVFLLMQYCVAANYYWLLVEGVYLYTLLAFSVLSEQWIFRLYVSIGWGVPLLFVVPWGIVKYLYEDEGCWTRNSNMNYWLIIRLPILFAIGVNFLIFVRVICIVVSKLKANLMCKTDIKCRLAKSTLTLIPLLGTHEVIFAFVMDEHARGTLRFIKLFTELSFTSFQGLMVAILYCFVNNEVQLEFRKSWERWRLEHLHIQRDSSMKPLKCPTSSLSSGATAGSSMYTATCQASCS
# * marks the source's active call; other numbers are inactive results; ? = inconclusive; / = no result given; [ ] = remark or other dose. Unless noted, calls follow the shape of the dose curve; as a rule, active = well fitted curve in the direction sought with a large enough effect; inconclusive = small, poorly fitted or top-dose-only effect, or another doubt; inactive = no such curve, though single readings can be large; an effect the other way counts as inactive or inconclusive.
entry	SMILES	KB-3-1 cytotox	HT1080 IDH1KD tx	KB-V1 cytotox	D3 antag	IL-1B inflam inh	DRD3 agonist	SW480 rereplic	HT1080-NT tox	GLP-1R agonist
1	COc1ccc(S(=O)(=O)N(CC(=O)Nc2ccc(F)c(Cl)c2)c2ccc(C)cc2)cc1OC	?	/	?	/	/	-2.1	/	/	0.5%
2	COc1ccc(CNC(=O)CCC(=O)N2CCN(S(=O)(=O)c3ccc(Cl)cc3)CC2)cc1	-1.1%	12.0%	-5.9%	-3.3	23.6	-0.7	?	-3.2%	1.5%
3	O=C(NNC(=S)NC(=O)c1cccc([N+](=O)[O-])c1)c1ccc(Br)cc1	?	?	0.0%	-4.1	73.5	17.4	?	-9.1%	5.3%
4	Cc1nc2cc(N3CCN(C)CC3)c(NC(=O)Cc3ccccc3)cc2c(=O)n1Cc1ccccc1	6.8%	-8.2%	-1.1%	0.8	-2.5	-2.6	-9.9%	-0.2%	-0.9%
5	C[C@@]12C(=O)N(Cc3ccccc3)CC(=O)N1[C@H]1c3cc(Cl)ccc3OC[C@@H]1[C@@H]2c1ccccc1	-20.3%	-4.9%	15.2%	-12.4	-27.9	-1.6	0.9%	-6.9%	-4.2%
6	CCn1nc(C)c(/C=N\NC(=O)c2cccc(OC)c2)c1C	-0.1%	11.3%	?	9.4	12.0	2.1	-8.7%	8.1%	9.4%
7	Cc1[nH]c2ccccc2c1C(=O)C(=O)N1CCN(c2ccccc2F)CC1	2.5%	-0.4%	8.2%	1.9	-3.0	5.1	-18.9%	15.8%	6.5%
8	Cc1ccc(C2=[N+]([O-])C3(CCCCC/C3=N\NC(N)=O)N(O)C2(C)C)o1 (stereo not drawn)	3.3%	7.5%	-7.6%	8.9	-1.5	5.6	-3.8%	1.4%	-7.0%
9	O=C(Nc1ccccc1)c1cccnc1N1CCCC1	-1.1%	-7.9%	?	12.4	18.2	6.8	-6.0%	-8.6%	-13.8%
10	CCCc1[nH]nc2c1C(c1ccccc1OC)C(C#N)=C(N)O2 (stereo not drawn)	-16.2%	-1.6%	-20.8%	-6.6	-53.1*	3.2	2.7%	-3.2%	-23.9%
11	CCn1nnc(NC(=O)c2ccc(-c3ccccc3[N+](=O)[O-])o2)n1	?	5.2%	?	-9.2	12.1	-25.7	0.2%	8.8%	9.1%
12	Cc1ccc(N2C(=O)SC(Cc3ccccc3)C2=O)cc1 (stereo not drawn)	0.4%	2.0%	30.5%	-8.2	1.6	-11.0	-2.2%	2.3%	19.3%
13	O=C(COC(=O)Cn1c(C(F)(F)F)nc2ccccc21)Nc1ccc2c(c1)OCCO2	-20.3%	-6.0%	2.5%	-6.3	13.1	-5.0	-0.9%	-2.1%	3.0%
14	CC(C)CC1C(=O)N(Cc2cn(CC3CCCCC3)nn2)CCS(=O)(=O)N1Cc1ccc(-c2ccncc2)cc1 (stereo not drawn)	6.8%	0.5%	2.2%	-14.4	-15.8	-1.4	/	-16.7%	10.6%
15	CC(=O)N1c2ccc(S(=O)(=O)N3CCC(C(=O)Nc4cccc(C)c4)CC3)cc2CC1C (stereo not drawn)	-29.5%	-7.9%	-3.4%	-10.3	21.3	-2.0	-8.4%	-0.9%	2.7%
16	COc1ccccc1CNC(=O)Cn1nc(C)c([N+](=O)[O-])c1C	-4.2%	0.7%	?	12.4	18.3	8.2	-5.3%	-2.8%	11.0%
17	COc1cc(-c2nc(-c3ccc(Br)o3)no2)cc(OC)c1OC	11.7%	13.7%	-19.9%	62.8	-29.0	3.3	-7.1%	1.5%	17.2%
18	CCn1c(SCC(=O)NCc2ccc3c(c2)OCO3)nnc1-c1ccncc1	0.4%	8.3%	19.6%	4.0	-0.7	0.2	-6.6%	?	8.4%
19	Cc1cc(O)cc2c1C1CCC3(C)C(=O)CCC3C1C=C2 (stereo not drawn)	-10.0%	?	?	16.5	?	-16.8	-8.1%	-4.2%	26.2%
20	N#CCc1nc2ccccc2c(=O)[nH]1	-14.4%	-2.1%	6.9%	-10.8	-7.1	-6.2	28.7%	-2.9%	3.0%
21	Cc1cccc(NC(=O)CS(=O)(=O)Cc2ccccc2)n1	12.0%	11.8%	9.8%	11.7	8.6	1.8	-5.4%	41.5%	-2.5%
22	Cc1ccc(Nc2c([N+](=O)[O-])cc(C(=O)N3CC(=O)Nc4ccccc43)cc2[N+](=O)[O-])c(C)c1	?	-28.2%	-10.2%	?	-11.2	-3.1	?	-18.0%	3.1%
23	C=CCn1c(SCC#N)nc2c(c1=O)C(C)(C)Cc1ccccc1-2	?	-0.6%[9.24 µM]	?	0.0	-0.1	5.6	-1.0%	-1.6%	2.3%
24	CCC(CC)COC(=O)C1=C(C)NC(=O)NC1c1ccc2c(c1)OCO2 (stereo not drawn)	-27.5%	?	-18.2%	13.8	-79.3*	8.8	-1.7%	-27.1%	19.9%
25	CCn1ncc(Br)c1C(=O)Nc1ccc2c(c1)OCCO2	?	-2.4%	20.6µM*	-28.3	-12.3	-5.0	-8.3%	2.8%	5.9%

# Assay outcomes: PubChem, National Center for Advancing Translational Sciences (NCATS)
